Compound activity as filed in PubChem.
VIM-2 inh – blocks Pseudomonas aeruginosa VIM-2 metallo-beta-lactamase | purified VIM-2, nitrocefin hydrolysis, epi-absorbance fluorescence | inhibition, % at 5.6 µM | 0.89% of 290,000 active;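 active = inhibition above the mean of all tested compounds plus 3 SD, cutoff set per screening run, cut at about 7.5% in these data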;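 also: red hydrolysis product quenches plate fluorescence so inhibitors raise well fluorescence; 0% = enzyme with DMSO and 100% = DMSO without enzyme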
MEKK2wt PB1 HTS – raises or lowers MEK5 binding to wildtype human MEKK2 PB1 domain | Q9Y2U5 | bead flow cytometry, Alexa488-MEK5 binding to MEKK2 WT; actives lie on both sides | binding response (% of control), % at 10 µM | 1.1% of 290,000 active | AID 1531; in the data active = binding response below about 67% or above about 130%
FID counter – fluorescent intercalator displacement, NS3 helicase counter-screen; DNA fluorescent intercalator displacement, fluorescence; inhibition, % at 7.9 µM; 0.17% of 290,000 active; in the data active = inhibition above about 37%;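 also: 0% = vehicle and 100% = reference compound; higher means more ethidium bromide displaced from hairpin DNA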
HCV NS3 hel inh – HCV NS3 helicase inhibition; inhibition, % at 10.9 µM; NS3 helicase DNA unwinding, Cy5 molecular beacon fluorescence; 0.56% of 290,000 active; AID 1800;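 active = inhibition above the mean of all tested compounds plus 3 SD, set per campaign, cut at about 35% in these data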;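 also: 0% = DMSO wells and 100% = thioflavine S control wells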
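Measured by: Cy5 fluorescence, 0 and 60 min reads / Assay system: NS3 helicase fragment of HCV / Control set: low DMSO, high thioflavine S at 110 µM / Times: 1 h reaction at 25 °C, ATP-initiated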
IMP-1 inhibitor – inhibitors of Pseudomonas aeruginosa IMP-1 metallo-beta-lactamase | 0.45% of 290,000 active | AID 1556 | purified IMP-1, nitrocefin hydrolysis, epi-absorbance fluorescence | inhibition, % at 5.6 µM;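 active = inhibition above the mean plus 3 SD of all compounds in the same screening run, cut at about 4.5% in these data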;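 also: 0% = IMP-1 with DMSO and 100% = DMSO wells lacking enzyme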
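System: purified IMP-1; amount: IMP-1 0.2 nM before substrate addition; compound: single dose, 5.6 µM; times: 25 °C, 15 min preincubation, 25 min reaction; signal: Epi-absorbance via hydrolysed-nitrocefin quenching of white-plate fluorescence, 480/530 nm, EDTA stop; benchmarks: DMSO with and without IMP-1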
MEKK2 mut-MEK5 – signal of MEK5 binding to mutant human MEKK2 PB1 domain; bead flow cytometry, Alexa488-MEK5 binding to MEKK2 mutant; percent response, % at 10 µM; 0.35% of 290,000 active; in the data active = percent response above about 24%, passing the limit was not always enough; also: inactives centre near 1; some results filed as inactive read as strong as hits
NALP1 inh – blocks the NALP1 inflammasome reconstituted in yeast; inhibition, % at 10 µM; 0.61% of 280,000 active; AID 2071; S. cerevisiae NALP1/ASC/caspase-1 growth, X-gal OD620, 72 h; in the data active = inhibition mostly above about 24%, no sharp cut-off; inactive = mostly below about 32%; also: some compounds called inactive have numbers as strong as hits
SUMO HTRF inh – blocks human SUMOylation mediated by UBC9; AID 2006; inhibition, % at 35 µM; HTRF SUMOylation assay, SAE1/SAE2 + UBC9, in vitro; 0.36% of 290,000 active; in the data active = inhibition above about 50%, passing the limit was not always enough; also: strong numbers were not always called active
Target sequence (P63279 whole entry, looked up): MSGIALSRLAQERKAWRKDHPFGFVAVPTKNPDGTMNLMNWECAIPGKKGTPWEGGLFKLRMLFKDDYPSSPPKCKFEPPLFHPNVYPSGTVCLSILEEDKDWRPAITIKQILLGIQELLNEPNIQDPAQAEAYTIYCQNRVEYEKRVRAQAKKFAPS
M18AAP inhibitor – blocks P. falciparum M18 aspartyl aminopeptidase; inhibition, % at 7.35 µM; recombinant PfM18AAP, H-Glu-NHMec fluorogenic cleavage; 1.2% of 290,000 active;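 active = inhibition above the campaign mean inhibition over all tested compounds plus 3 SD, cut at about 28% in these data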;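 also: 0% = plate median of test compound wells and 100% = 2 mM ZnCl2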
* marks the source's active call; other numbers are inactive results.

`Cc1cc(-c2cc(-c3ccccc3)on2)nc(NCC2CC2)n1` gave MEKK2wt PB1 HTS 102, MEKK2 mut-MEK5 6, NALP1 inh -51 and SUMO HTRF inh -6.
CN(C(=O)/C(N=Nc1cccc(C(F)(F)F)c1)=C(\O)C(F)(F)F)c1ccccc1 was read as VIM-2 inh -1.5, MEKK2wt PB1 HTS 89, FID counter -5, HCV NS3 hel inh -7, IMP-1 inhibitor -1.8, MEKK2 mut-MEK5 -6, NALP1 inh 31, SUMO HTRF inh -10 and M18AAP inhibitor 0.
`COc1ccc2cc(CCNC(=O)C(C)C)c(=O)[nH]c2c1` gave VIM-2 inh -3.5, MEKK2wt PB1 HTS 100, FID counter -5, HCV NS3 hel inh 4, IMP-1 inhibitor -4.0, MEKK2 mut-MEK5 7, NALP1 inh 7, SUMO HTRF inh -9 and M18AAP inhibitor -6.
`Cc1ccc(C)c(OCCCC(=O)O)c1` gave VIM-2 inh 0.6, MEKK2wt PB1 HTS 101, FID counter 2, HCV NS3 hel inh 0, IMP-1 inhibitor -4.1, MEKK2 mut-MEK5 8, NALP1 inh 14, SUMO HTRF inh 25 and M18AAP inhibitor -12.
For CC(C)N(C(=O)C1CC(=O)OC12CCCCC2)C(C)C (stereo not drawn) the results were VIM-2 inh 0.0, MEKK2wt PB1 HTS 97, FID counter -1, HCV NS3 hel inh 7, IMP-1 inhibitor -4.0, MEKK2 mut-MEK5 -2, NALP1 inh -10, SUMO HTRF inh -4 and M18AAP inhibitor 1.
Screening Oc1ccc(/C=N/Nc2cc(N3CCOCC3)nc(N3CCOCC3)n2)cc1 returned VIM-2 inh -5.9, MEKK2wt PB1 HTS 101, FID counter -15, HCV NS3 hel inh -5, IMP-1 inhibitor -3.7, MEKK2 mut-MEK5 2 and M18AAP inhibitor 9.
OCCNc1ncnc2c1cnn2Cc1ccccc1 was read as VIM-2 inh -4.1, MEKK2wt PB1 HTS 102, FID counter -4, HCV NS3 hel inh -2, IMP-1 inhibitor -3.5, MEKK2 mut-MEK5 1, NALP1 inh -10, SUMO HTRF inh -3 and M18AAP inhibitor 2.
For O=C(NCc1ccco1)c1cccn2c(=O)c3sccc3nc12 the results were VIM-2 inh 19*, MEKK2wt PB1 HTS 97, FID counter -8, HCV NS3 hel inh 3, IMP-1 inhibitor -1.8, MEKK2 mut-MEK5 -5 and M18AAP inhibitor 7.
`COCc1nnc(NC(=O)CC(C)c2ccccc2)s1` (stereo not drawn) gave VIM-2 inh -5.0, MEKK2wt PB1 HTS 97, FID counter -5, HCV NS3 hel inh 10, IMP-1 inhibitor -3.2, MEKK2 mut-MEK5 -1, NALP1 inh 3, SUMO HTRF inh 3 and M18AAP inhibitor -2.
Cc1csc(NC(=O)c2cccnc2)n1 was read as VIM-2 inh -1.7, MEKK2wt PB1 HTS 104, FID counter 0, HCV NS3 hel inh -2, IMP-1 inhibitor -1.1, MEKK2 mut-MEK5 2, NALP1 inh 15, SUMO HTRF inh 12 and M18AAP inhibitor 9.
CC(C)(C)NC(=O)C(c1ccccn1)N(C(=O)C1CSC(=O)C1)c1ccccc1F (stereo not drawn) was read as VIM-2 inh -0.1, MEKK2wt PB1 HTS 99, FID counter -10, HCV NS3 hel inh 10, IMP-1 inhibitor -2.5, MEKK2 mut-MEK5 -3, NALP1 inh 6, SUMO HTRF inh 11 and M18AAP inhibitor -5.
`Cc1ccc(C(=O)N2CCCCC2)cc1S(=O)(=O)N1CCOCC1` gave VIM-2 inh 0.0, MEKK2wt PB1 HTS 101, FID counter -13, HCV NS3 hel inh -1, IMP-1 inhibitor -1.1, MEKK2 mut-MEK5 0, NALP1 inh 0, SUMO HTRF inh -7 and M18AAP inhibitor 0.
`CCC(=O)c1cc(F)ccc1OCC(=O)N1CCN(c2ccc(F)cc2)CC1` gave VIM-2 inh -0.3, MEKK2wt PB1 HTS 97, FID counter -20, HCV NS3 hel inh -12, IMP-1 inhibitor 3.2, MEKK2 mut-MEK5 -6, NALP1 inh 8, SUMO HTRF inh -13 and M18AAP inhibitor -3.
`CCOC(=O)c1c(S(=O)(=O)N2CCC(C)CC2)c(C)n(C)c1C` gave VIM-2 inh -2.3, MEKK2wt PB1 HTS 103, FID counter -26, HCV NS3 hel inh -2, IMP-1 inhibitor -4.6, MEKK2 mut-MEK5 4, NALP1 inh 11, SUMO HTRF inh 0 and M18AAP inhibitor 6.
`Cc1ccccc1CN1C[C@@H]2C[C@@H](c3cn(C)nc3-c3ccccc3)N3CCC[C@@]23C1=O` gave VIM-2 inh -1.7, MEKK2wt PB1 HTS 96, FID counter -27, HCV NS3 hel inh 7, IMP-1 inhibitor -4.6, MEKK2 mut-MEK5 -6, NALP1 inh 10, SUMO HTRF inh 10 and M18AAP inhibitor -189.
Screening CCC(C)NC(=O)CSc1ncccc1C(=O)O (stereo not drawn) returned VIM-2 inh -3.7, MEKK2wt PB1 HTS 93, FID counter 9, HCV NS3 hel inh 1, IMP-1 inhibitor -2.2, MEKK2 mut-MEK5 -5, NALP1 inh 20, SUMO HTRF inh 20 and M18AAP inhibitor 3.
Screening Cc1ccnc(NC(=O)/C=C/c2cccs2)c1 returned VIM-2 inh -2.4, MEKK2wt PB1 HTS 178*, FID counter -3, HCV NS3 hel inh -4, IMP-1 inhibitor -2.0, MEKK2 mut-MEK5 58*, NALP1 inh 41, SUMO HTRF inh 0 and M18AAP inhibitor 1.
Screening N#Cc1ccc(NC(=O)CN2C(=O)NC3(CCCC3)C2=O)cc1 returned VIM-2 inh -1.6, MEKK2wt PB1 HTS 113, FID counter -5, HCV NS3 hel inh 3, IMP-1 inhibitor -3.0, MEKK2 mut-MEK5 14, NALP1 inh 12, SUMO HTRF inh 11 and M18AAP inhibitor -3.
Screening Cc1nc2cc3nc(C(F)(F)F)[nH]c3cc2[nH]1 returned VIM-2 inh -4.5, MEKK2wt PB1 HTS 95, FID counter 0, HCV NS3 hel inh -13, IMP-1 inhibitor -2.6, MEKK2 mut-MEK5 -2, NALP1 inh 26, SUMO HTRF inh 12 and M18AAP inhibitor 2.
Screening Cn1cnc(C(F)(F)F)c1-c1ccc([N+](=O)[O-])cc1 returned VIM-2 inh -2.4, MEKK2wt PB1 HTS 102, FID counter 2, HCV NS3 hel inh 6, IMP-1 inhibitor -2.3, MEKK2 mut-MEK5 -2, NALP1 inh 42, SUMO HTRF inh -8 and M18AAP inhibitor -8.
`CC(C)N(Cc1nc(-c2ccccc2)no1)C(=O)CN(C)S(=O)(=O)c1ccc(Br)cc1` gave VIM-2 inh -3.7, MEKK2wt PB1 HTS 106, FID counter -29, HCV NS3 hel inh -16, IMP-1 inhibitor -1.1, MEKK2 mut-MEK5 7, NALP1 inh 5, SUMO HTRF inh -32 and M18AAP inhibitor 3.
Screening CS(=O)(=O)N1CCN(c2ccc(NC(=O)COc3ccccc3[N+](=O)[O-])cc2)CC1 returned VIM-2 inh -2.6, MEKK2wt PB1 HTS 109, FID counter -12, HCV NS3 hel inh 6, IMP-1 inhibitor -1.3, MEKK2 mut-MEK5 8, NALP1 inh 3, SUMO HTRF inh 10 and M18AAP inhibitor -1.
For O=C(NC1CCCCC1)c1cc(S(=O)(=O)N2CCOCC2)c(Cl)cc1Cl the results were VIM-2 inh 1.2, MEKK2wt PB1 HTS 99, FID counter -10, HCV NS3 hel inh -11, IMP-1 inhibitor 1.6, MEKK2 mut-MEK5 -4, NALP1 inh -12, SUMO HTRF inh 2 and M18AAP inhibitor -17.
`Cc1c(C(=O)N2CCCCC2)c(S(=O)(=O)N2CCN(c3ccc(Cl)cc3)CC2)c(C)n1C` gave VIM-2 inh -2.5, MEKK2wt PB1 HTS 105, FID counter -62, HCV NS3 hel inh -7, IMP-1 inhibitor -4.8, MEKK2 mut-MEK5 4, NALP1 inh 4, SUMO HTRF inh -14 and M18AAP inhibitor -2.

Grouped by structure, the entries above with an NH in an aromatic ring (2)
`COc1ccc2cc(CCNC(=O)C(C)C)c(=O)[nH]c2c1` gave VIM-2 inh -3.5, MEKK2wt PB1 HTS 100, FID counter -5, HCV NS3 hel inh 4, IMP-1 inhibitor -4.0, MEKK2 mut-MEK5 7, NALP1 inh 7, SUMO HTRF inh -9 and M18AAP inhibitor -6.
Screening Cc1nc2cc3nc(C(F)(F)F)[nH]c3cc2[nH]1 returned VIM-2 inh -4.5, MEKK2wt PB1 HTS 95, FID counter 0, HCV NS3 hel inh -13, IMP-1 inhibitor -2.6, MEKK2 mut-MEK5 -2, NALP1 inh 26, SUMO HTRF inh 12 and M18AAP inhibitor 2.

(listing goes on)
Screening CCN(C(=O)CSc1nc2ccc([N+](=O)[O-])cc2s1)C1CCS(=O)(=O)C1 (stereo not drawn) returned VIM-2 inh 2.0, MEKK2wt PB1 HTS 87, FID counter 8, HCV NS3 hel inh -2, IMP-1 inhibitor -1.4, MEKK2 mut-MEK5 -8, NALP1 inh -15, SUMO HTRF inh 20 and M18AAP inhibitor -1.
`O=C(NCc1ccccc1)C1CCC(=O)N(CCCN2CCCC2=O)C1` (stereo not drawn) gave VIM-2 inh 0.9, MEKK2wt PB1 HTS 97, FID counter -6, HCV NS3 hel inh -2, IMP-1 inhibitor -0.1, MEKK2 mut-MEK5 -1, NALP1 inh 21, SUMO HTRF inh 18 and M18AAP inhibitor -13.
CC(C)Oc1cccc(C(=O)Nc2ccc(N3CCN(C)CC3)cc2)c1 was read as VIM-2 inh 12*, MEKK2wt PB1 HTS 108, FID counter 9, HCV NS3 hel inh -15, IMP-1 inhibitor -0.5, MEKK2 mut-MEK5 3, NALP1 inh 32, SUMO HTRF inh -1 and M18AAP inhibitor -2.
`Cc1ccc(CSc2nnc([C@@H]3CCCN3)o2)cc1` gave VIM-2 inh -1.3, MEKK2wt PB1 HTS 102, FID counter -1, HCV NS3 hel inh -13, IMP-1 inhibitor 1.1, MEKK2 mut-MEK5 -3, NALP1 inh 2, SUMO HTRF inh 20 and M18AAP inhibitor 6.
COC(=O)c1cnn2c1C(=O)N(Cc1cccs1)CC2 was read as VIM-2 inh -1.6, MEKK2wt PB1 HTS 99, FID counter 0, HCV NS3 hel inh -17, IMP-1 inhibitor -2.5, MEKK2 mut-MEK5 2, NALP1 inh 3, SUMO HTRF inh 5 and M18AAP inhibitor 4.
Nc1nncn1C(=O)c1c(Cl)cccc1Cl was read as VIM-2 inh -0.8, MEKK2wt PB1 HTS 105, FID counter -1, HCV NS3 hel inh 6, IMP-1 inhibitor -1.8, MEKK2 mut-MEK5 5, NALP1 inh 5, SUMO HTRF inh -10 and M18AAP inhibitor -1.
COc1ccc(N2CCN(c3ccc(S(=O)(=O)N(C(C)C)C(C)C)cn3)CC2)cc1 was read as VIM-2 inh -0.3, MEKK2wt PB1 HTS 100, FID counter -20, HCV NS3 hel inh -9, IMP-1 inhibitor -1.4, MEKK2 mut-MEK5 -2, NALP1 inh -3, SUMO HTRF inh 8 and M18AAP inhibitor -6.
Cc1ccc(S(=O)(=O)NCCC(=O)OCC(=O)Nc2cccc(S(=O)(=O)NC3=NCCCCC3)c2)cc1 was read as VIM-2 inh -2.0, MEKK2wt PB1 HTS 99, FID counter -28, HCV NS3 hel inh -9, IMP-1 inhibitor -2.3, MEKK2 mut-MEK5 -3, NALP1 inh 14, SUMO HTRF inh -13 and M18AAP inhibitor 1.

Compounds were not picked by outcome; overall some 4.7% were active at least once.
